Compound activity from PubChem BioAssay.
hIAP block = human IAP inhibition; P09923; purified IAP, CDP-Star luminescence, 30 min; inhibition, % at 10 µM; 0.12% of 330,000 active;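 active = inhibition reaching a set limit with compound at 10 µM in the primary screen, cut at about 35% in these data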;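 also: plate controls were DMSO wells with enzyme for no effect and no-enzyme buffer wells for full effect; values of inactives mirror those of a sister screen read the other way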
A3G deaminase = blocks human APOBEC3G single-stranded DNA deamination. recombinant A3G, ssDNA deamination FAM/TAMRA fluorescence. inhibition, % at 20 µM. 0.28% of 330,000 active. AID 493012;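 active = inhibition of at least 40% at 20 µM, with no more than 30% in the related APOBEC3A deaminase screen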;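 also: plate controls were DMSO wells with A3G for no effect and wells lacking A3G enzyme for full effect; some compounds called inactive have numbers as strong as hits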
Target sequence (Q9HC16 whole entry, looked up): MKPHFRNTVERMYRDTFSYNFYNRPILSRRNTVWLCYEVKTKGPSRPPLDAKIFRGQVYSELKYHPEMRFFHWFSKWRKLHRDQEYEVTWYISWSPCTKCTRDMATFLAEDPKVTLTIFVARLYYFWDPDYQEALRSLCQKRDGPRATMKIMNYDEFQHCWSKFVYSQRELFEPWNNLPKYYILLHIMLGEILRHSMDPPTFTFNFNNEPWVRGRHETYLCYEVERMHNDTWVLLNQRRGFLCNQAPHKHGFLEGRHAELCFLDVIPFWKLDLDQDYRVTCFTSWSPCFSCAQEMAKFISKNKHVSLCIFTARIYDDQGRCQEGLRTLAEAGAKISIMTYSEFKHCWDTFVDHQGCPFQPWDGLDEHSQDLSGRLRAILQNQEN
hIAP act = human IAP activation; 0.16% of 330,000 active; activation factor at 10 µM; purified human IAP, CDP-Star luminescence, 30 min; hits give high values; 1 = vehicle-only enzyme, 0 = enzyme-free background; P09923; AID 2524;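 active = activation factor of the enzyme at least 2-fold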; also: the source names both 10 and 20 µM as test concentration; values of inactives mirror those of a sister screen read the other way
NR3A LBD binder = modulators (binders) of human NR3A ligand-binding domain; Tm shift relative to glycine control, % at 25 µM; 2.5% of 340,000 active; NR3A LBD differential scanning fluorimetry, Tm shift; 0% = protein alone, 100% = glycine-bound protein; AID 1259313;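 active = melting temperature shift of at least 10% of the positive control shift, at one fixed dose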
mIAP act = increases mouse intestinal alkaline phosphatase activity | muIAP, CDP-Star luminescence, 30 min; hits give high values; 1 = vehicle-only enzyme signal, 0 = enzyme-free wells | activation factor at 10 µM | 0.24% of 330,000 active | AID 2805;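 active = activation factor of at least 2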; also: the source names both 10 and 20 µM as test concentration; values of inactives mirror those of a sister screen read the other way
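Assay system: mouse IAP enzyme; reagent: chemiluminescent substrate CDP-Star; dosing: test compounds delivered from DMSO solution; schedule: 30 min at room temperature; measured by: luminescence from enzymatic CDP-Star hydrolysis; controls: DMSO-only wells and no-enzyme negative control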
APOBEC3A inh = human APOBEC3A DNA deaminase inhibition | recombinant A3A, FAM/TAMRA ssDNA deamination fluorescence | inhibition, % at 20 µM | 0.41% of 330,000 active;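 active = at least 40% inhibition at 20 µM here, with at most 30% in a related deaminase screen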;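 also: plate controls were A3A with DMSO for no effect and wells lacking A3A enzyme for full effect; some results filed as inactive read as strong as hits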
Target sequence (P31941 whole entry, looked up): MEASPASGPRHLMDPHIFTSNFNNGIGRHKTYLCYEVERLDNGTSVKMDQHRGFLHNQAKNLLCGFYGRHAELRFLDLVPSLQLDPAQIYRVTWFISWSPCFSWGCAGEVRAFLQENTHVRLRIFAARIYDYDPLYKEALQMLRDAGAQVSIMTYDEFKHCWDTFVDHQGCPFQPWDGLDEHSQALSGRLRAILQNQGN
MIN6 prolif = induces beta-cell replication in MIN6 cells; 0.29% of 330,000 active; AID 2380; MIN6 cells proliferation, ATPlite luminescence, 48 h; cells starved in 0.2% serum; 100% = growth in 10% serum; proliferation, % at 10 µM;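 active = compounds whose signal lies at least 3.5 SD above the mean of all wells on their plate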;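 also: 0% = DMSO-treated cells in low-serum medium and 100% = 10% serum control; some compounds called inactive have numbers as strong as hits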
mIAP inh = blocks mouse intestinal alkaline phosphatase; purified mouse IAP, CDP-Star luminescence, 30 min; inhibition, % at 10 µM; 0.2% of 330,000 active; AID 2806;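 active = inhibition of at least 40% at 10 µM in the primary screen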;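 also: plate controls were DMSO with enzyme for no effect and no enzyme wells for full effect; values of inactives mirror those of a sister screen read the other way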
MPTP inh = blocks calcium-induced mitochondrial swelling | isolated mouse mitochondria, Ca2+ swelling absorbance, 30 min | inhibition, % at 10 µM | AID 602449 | 1.4% of 360,000 active;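 active = inhibition of 50% or more, scaled per plate between neutral and stimulator controls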;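 also: 0% = DMSO wells given calcium and 100% = 1 mM EGTA wells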
* = called active by the depositor; / = no result given.

Value order – hIAP block	A3G deaminase	hIAP act	NR3A LBD binder	mIAP act	APOBEC3A inh	MIN6 prolif	mIAP inh	MPTP inh
- O=C(NNc1nc2c(F)cccc2s1)c1ccc(F)cc1
→ -56	-8	1.6	4	1	-2	5	-3	66*
- CCOc1ccc(Nc2nc(Cc3nnc(SCC(=O)NCC4CCCO4)n3C)cs2)cc1 (stereo unspecified)
→ -6	-12	1.1	1	0.97	-3	-1	3	0.7
- CCc1ccc(Nc2nnc(SCC(=O)Nc3cccc(S(=O)(=O)NC4=NCCCCC4)c3)s2)cc1
→ -12	-11	1.1	4	1.4	-6	0	-37	3.4
- Cc1ccsc1CNn1cnnc1SCc1ccc(Cl)cc1
→ 16	-1	0.84	-1	1.1	0	-1	-8	2.3
- CC1(C)Cc2c(ccc3ccccc23)/C(=C/C#N)N1
→ 10	-2	0.9	/	0.92	-4	-2	8	1.7
- COc1cccc(-c2nn(C)c3sc(C(=O)N4CCN(c5ccccn5)CC4)cc23)c1
→ 15	1	0.85	-3	1	0	-4	-1	45
- CC(C)(C)C1=C(C#N)C(c2ccncc2)C(C#N)=C(N)O1 (stereo unspecified)
→ 2	-1	0.98	0	0.99	4	0	1	-1.2
- CSc1ccc(CN(C)C(C)C(=O)Nc2ccc(F)c(F)c2F)cc1 (stereo unspecified)
→ -5	-6	1.1	1	1.1	1	-4	-6	-0.5
- c1ccc(-c2nc(-n3ccnc3)nc(-n3ccnc3)n2)cc1
→ 0	-1	1	1	0.94	1	-1	6	1.5
- Cc1ccc(-n2c(SCC(=O)Nc3cc(S(=O)(=O)N4CCOCC4)ccc3Cl)nc3ccccc3c2=O)cc1
→ 10	0	0.9	10*	1.1	8	0	-9	0.5
- Cn1c(=O)c2c(ncn2CC(=O)N2CCN(S(=O)(=O)c3ccccc3)CC2)n(C)c1=O
→ 15	-4	0.85	-2	1	-1	3	-3	-0.5
- CCOC(=O)C1=C(N)OC(CCl)=C(C#N)C1c1ccsc1 (stereo unspecified)
→ 9	-4	0.91	3	0.99	3	0	0	-0.3
- Cc1ccc(C(=O)Nc2ccccc2C(=O)O)cc1S(=O)(=O)Nc1ccccc1
→ 14	-13	0.86	0	0.96	-3	-1	4	0.8
- COc1ccc([N+](=O)[O-])cc1NC(=O)c1ccccc1N(C)S(C)(=O)=O
→ 3	-7	0.97	-1	0.96	-2	0	4	-0.1
- O=C(CN1C(=O)CCC1=O)Nc1ccc2c3c(cccc13)CC2
→ -7	-8	1.1	-9	1.1	-4	1	-9	-0.7
- Cc1ccc(S(=O)(=O)N2CCN(C(=O)CN3C(=O)c4ccc([N+](=O)[O-])cc4C3=O)CC2)cc1C
→ -4	-3	1	0	1	0	-4	-4	0.0
- Cc1ccc(OC(=O)CCC(=O)Nc2ccc(S(=O)(=O)Nc3cc(C)on3)cc2)cc1
→ 11	-3	0.89	1	1	7	-1	0	0.4
- Cc1ccc(-c2nn(-c3ccccc3)cc2NC(=O)CCl)cc1
→ 8	-9	0.92	-1	0.95	1	-7	5	2.4
- O=C(Nc1ccncc1)Nc1ccc(F)c(Cl)c1
→ 4	-8	0.95	8	1.6	-3	-5	-64	92*
- CCc1nc(SCC(=O)NNC(=O)c2ccc(OC)cc2)c2ccccc2n1
→ -62	-4	1.6	-3	0.81	-1	4	19	-0.9
- O=C(CSc1nnc2ccc(-c3ccccn3)nn12)Nc1ccccc1F
→ -6	-6	1.1	-1	1	-2	3	-1	0.5
- C/C(=N\NC(=O)c1c(Cl)cnn1C)c1cccc(NC(=O)COc2ccccc2)c1
→ 0	-8	1	-7	0.97	-5	-2	3	-1.4
- O=C(Nc1ccccc1Cl)c1ccc2nsnc2c1
→ 6	-3	0.94	-2	0.9	1	0	10	1.2
- CC(=O)NCCc1ccc(O)cc1
→ 14	-1	0.86	-3	0.9	-1	1	10	-0.9
- COc1cc(C(=O)Nc2c(C(=O)O)[nH]c3ccc(C)cc23)cc(OC)c1OC
→ -9	-2	1.1	-2	1	10	-2	-3	0.2
- COc1ccc(NS(=O)(=O)c2cccc(C(=O)NCCc3ccc(S(N)(=O)=O)cc3)c2)cc1
→ 8	-3	0.93	-2	0.95	-1	-2	5	1.7
- O=[N+]([O-])c1ccc(Oc2cccnc2)nc1
→ -3	-7	1	2	1	-2	-3	-5	2.3
- COc1ccccc1CC(NC(C)=O)C(=O)NC1CCN(C(=O)c2ccc(C)cc2)CC1 (stereo unspecified)
→ -12	-6	1.1	0	0.98	-6	-2	2	-4.0
- O=C(C[C@@H]1C/C=C\CCCC(=O)OC[C@@H](c2ccccc2)NC1=O)NCCO
→ -1	-7	1	-1	1	-1	0	-2	-2.7
- C[C@H](CO)N1C[C@H](C)[C@@H](CN(C)S(C)(=O)=O)Oc2ccc(NC(=O)c3ccncc3)cc2C1=O
→ -2	-3	1	-3	1.1	-3	1	-13	-2.1

Structures above that bear a hit mark in MPTP inh.
| compound | hIAP block | A3G deaminase | hIAP act | NR3A LBD binder | mIAP act | APOBEC3A inh | mIAP inh | MPTP inh |
| --- | --- | --- | --- | --- | --- | --- | --- | --- |
| O=C(NNc1nc2c(F)cccc2s1)c1ccc(F)cc1 | -56 | -8 | 1.6 | 4 | 1 | -2 | -3 | 66* |
| O=C(Nc1ccncc1)Nc1ccc(F)c(Cl)c1 | 4 | -8 | 0.95 | 8 | 1.6 | -3 | -64 | 92* |

(list continues)
Value order – hIAP block	A3G deaminase	hIAP act	NR3A LBD binder	mIAP act	APOBEC3A inh	MIN6 prolif	mIAP inh	MPTP inh
- O=C1CSC(=S)N1Cc1cccnc1
→ -45	-1	1.5	-1	0.89	0	-3	11	1.7
- O=C(COc1cc2oc(=O)c3c(c2cc1Cl)CCC3)Nc1ccccn1
→ 3	2	0.97	1	0.97	4	0	3	-0.3
- COc1ccc(N2CCN(C(=O)CSc3nnc(-c4ccco4)n3C)CC2)cc1
→ -2	-7	1	5	1.1	-6	-3	-6	/
- O=C(NNc1ccc(Cl)cc1)c1c(F)cccc1Cl
→ 14	-7	0.86	4	1	-4	1	0	0.6
- COc1ccc([C@@H]2C[C@H](c3ccccc3)Oc3cc(C)cc(C)c32)cc1
→ -11	-2	1.1	2	0.92	1	-8	8	1.4
- CCCCn1c(NC(=O)c2ccccc2)nc2ccccc21
→ 1	-7	0.99	-1	1	-6	-4	-1	2.9
- COc1ccnc(Oc2ccc(F)cc2)c1C(=O)N/C=N/OCc1c(Cl)cccc1Cl
→ -3	10	1	-13	0.96	0	-4	4	-1.4
- COc1cccc(Oc2ccc(S(=O)(=O)N3CCCC3)cc2[N+](=O)[O-])c1
→ 0	-7	1	-2	0.92	-2	0	8	0.7
- Cc1cc(C)c(C)c(S(=O)(=O)NC(C(=O)O)C(C)C)c1C (stereo unspecified)
→ -11	-7	1.1	3	1	-3	1	-2	-4.6
- COCC(=O)Nc1cc(C)cn(Cc2ccc(F)cc2)c1=O
→ -4	-3	1	-4	1	2	-4	-3	-0.7
- Cc1ccc(-c2noc(CNC(=O)c3ccc4c(c3)OCO4)n2)cc1
→ 7	-9	0.93	0	0.95	0	-1	5	-0.5
- CCOc1cccc(SCc2noc(C(=O)NCCOC)c2C(=O)O)c1
→ -9	-2	1.1	0	1.1	0	-3	-6	-1.2
- CCC(C)n1c(SCC(=O)NCc2ccco2)nnc1-c1cccc(S(=O)(=O)N2CCOCC2)c1 (stereo unspecified)
→ 6	-3	0.94	0	1.1	-1	-1	-8	-0.6
- O=C(COc1ccc(S(=O)(=O)N2CCCCC2)cc1)Nc1ccccc1F
→ -10	-8	1.1	4	1	-3	-4	-3	-2.1
- CCS(=O)(=O)c1ccc2oc(SCC(=O)Nc3ccc(OC)c(OC)c3)nc2c1
→ -10	-2	1.1	-1	1	1	-2	-4	0.6
- COc1ccc(N(C(=O)CCC(=O)Nc2cc(C)on2)C(C(=O)NC2CCCC2)c2ccco2)cc1 (stereo unspecified)
→ 4	-2	0.96	-3	1	-2	0	-2	-1.0
- COc1ccc(C(C)=O)cc1CN1C(=O)NC(CC(C)C)C1=O (stereo unspecified)
→ -12	-1	1.1	-3	1	3	-4	-4	-2.9
- O=C(NCc1ccco1)C1CC(c2cc(C(F)(F)F)cc(C(F)(F)F)c2)=NO1 (stereo unspecified)
→ -24	-6	1.2	-1	1.1	-1	-5	-12	1.4
- Cc1cc(C)n2nc(SCC(=O)N3CCOCC3)nc2n1
→ -2	1	1	-2	1	2	-3	-3	-0.3
- CN(C)c1ccc(S(=O)(=O)N2CCCCC2)cc1NC(=O)CCNC(=O)c1ccc(Cl)cc1
→ 18	-5	0.82	4	1	32	0	0	-1.0
- COc1cccc(CNC(=O)c2ccccc2SCC(=O)N2CCCC2)c1
→ 3	1	0.97	0	0.99	2	3	1	-0.7
- C1=CC2c3ccccc3NC(c3ccncc3)C2C1 (stereo unspecified)
→ 10	23	0.9	0	0.88	-3	-5	12	4.7
- CCOC(=O)c1cnc(SCC(=O)OC)nc1N
→ -5	-5	1.1	-8	1	1	-2	-5	-2.9
- COc1ccccc1CC(=O)N1CCN(c2ccccc2F)CC1
→ -13	-10	1.1	0	0.98	-4	-4	2	-0.4
- CCc1ccc(NC(=O)Cn2c(=O)c3cccn3c3ccccc32)cc1
→ -57	-5	1.6	3	1.2	-3	-3	-23	-1.1
- CN(CCCCCCN(C)Cc1ccccc1O)Cc1ccccc1O
→ -30	8	1.3	-2	0.95	-9	-4	4	-1.2
- CC[C@H](C)[C@H](NC(=O)[C@H](Cc1ccc(O)cc1)NC(=O)[C@@H](N)C(C)C)C(=O)N[C@@H](Cc1cnc[nH]1)C(=O)N1CCC[C@H]1C(=O)N[C@@H](Cc1ccccc1)C(=O)O
→ -14	-1	1.1	-1	1.2	2	-3	-19	-2.8
- CCC(=O)N1CCN(c2cc(N3CCN(C)CC3)c(F)cc2[N+](=O)[O-])CC1
→ 2	-3	0.98	-2	0.91	-3	2	9	0.4
- Nn1cc(-c2ccccc2)nc1SCC(=O)NCC1CCCO1 (stereo unspecified)
→ -18	-2	1.2	0	0.93	1	-1	7	0.3
- COc1cccc(CN(CC(=O)NCc2ccccc2)S(=O)(=O)CCl)c1
→ 3	-7	0.97	2	1.2	-1	-2	-18	-1.3
